NR2E3 ag-1: activates human photoreceptor nuclear receptor NR2E3; 320,000 tested, 0.12% active; GST-NR2E3/biotin-RetCOR TR-FRET, 1536-well; inhibition of corepressor binding, % at 4.78 µM; Q9Y5X4; AID 2300;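 active = percent inhibition above the cutoff of mean plus 3 SD of all tested compounds, set per screening campaign, cut at about 20% in these data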;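 also: 0% = DMSO wells and 100% = biotin wells as full block of FRET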
Target sequence (Q9Y5X4 whole entry, looked up): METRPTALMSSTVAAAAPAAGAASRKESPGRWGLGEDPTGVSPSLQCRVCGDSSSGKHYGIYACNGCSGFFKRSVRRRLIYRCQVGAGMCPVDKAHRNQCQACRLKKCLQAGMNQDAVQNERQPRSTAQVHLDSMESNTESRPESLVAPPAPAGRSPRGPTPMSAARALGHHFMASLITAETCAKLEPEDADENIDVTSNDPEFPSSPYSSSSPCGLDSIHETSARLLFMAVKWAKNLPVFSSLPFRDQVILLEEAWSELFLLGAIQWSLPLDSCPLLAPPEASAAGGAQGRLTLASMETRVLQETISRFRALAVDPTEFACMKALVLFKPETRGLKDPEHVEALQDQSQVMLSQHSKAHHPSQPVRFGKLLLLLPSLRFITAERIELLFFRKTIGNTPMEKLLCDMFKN
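Material – GST-tagged NR2E3 plus biotinylated RetCOR corepressor · Quantity – NR2E3 fusion 1.35 nM · Times – 5 h incubation at 4 °C · Medium – pH 7.5 Tris-based buffer · Technique – TR-FRET, Eu(K)-anti-GST donor, streptavidin-D2 acceptor, ex 340, em 617/671 nm · Benchmarks – high control biotin, low control 0.6% DMSO · Format – 1536-well plates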
Vif inh: inhibitors of HIV Vif; HEK293T cells, Vif self-association by quenched fluorescence, imaging, 24 h; inhibition, % at 7.49 µM; 340,000 tested, 0.35% active; AID 602346; in the data active = inhibition above about 50%, passing the limit was not always enough; also: some results filed as inactive read as strong as hits
aDG glyco act: alpha-DG glycosylation activation; AID 624168; activation, % at 10 µM; Pro5-aDG cells, alpha-DG glycosylation AlphaScreen (IIH6); 0% Pro5, 100% B10-LARGE cell signal; 360,000 tested, 0.22% active;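 active = activation of at least 8% versus controls, or a plate z-score of at least 8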;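 also: Pro5 are CHO cells carrying HIG-tagged alpha-DG that lacks glycosylation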
MITF TRPM1 inh: inhibitors of MITF-driven TRPM1 promoter in melanoma cells; SK-MEL-5 TRPM1 promoter luciferase, 24 h; inhibition, % at 12.5 µM; 330,000 tested, 0.83% active; AID 488899;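 active = mean inhibition across replicates of 60% or more, whatever share of single replicates reaches that level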; also: values of inactives mirror those of a sister screen read the other way
NR2E3 ag-2: activates human NR2E3 receptor; Q9Y5X4; CHO-S Gal4-NCOR/VP16-NR2E3 two-hybrid, luciferase; inhibition of corepressor binding, % at 3.98 µM; 360,000 tested, 0.35% active; AID 602229;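 active = inhibition above the mean of all tested compounds plus 3 SD, cut at about 70% in these data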;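 also: 0% = DMSO with NR2E3 transfected cells and 100% = cells lacking NR2E3 construct; higher means lower luciferase signal from less NR2E3 corepressor binding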
PDI inh: PDI (human) enzyme inhibition | P07237 | inhibition, % at 10 µM | 350,000 tested, 0.052% active | PDI insulin aggregation turbidity, A650, 90 min;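 active = mean inhibition across replicates of 30% or more, whatever share of single replicates reach that level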;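 also: absorbance from insulin aggregation driven by PDI reduction with DTT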
Target sequence (P07237 whole entry, looked up): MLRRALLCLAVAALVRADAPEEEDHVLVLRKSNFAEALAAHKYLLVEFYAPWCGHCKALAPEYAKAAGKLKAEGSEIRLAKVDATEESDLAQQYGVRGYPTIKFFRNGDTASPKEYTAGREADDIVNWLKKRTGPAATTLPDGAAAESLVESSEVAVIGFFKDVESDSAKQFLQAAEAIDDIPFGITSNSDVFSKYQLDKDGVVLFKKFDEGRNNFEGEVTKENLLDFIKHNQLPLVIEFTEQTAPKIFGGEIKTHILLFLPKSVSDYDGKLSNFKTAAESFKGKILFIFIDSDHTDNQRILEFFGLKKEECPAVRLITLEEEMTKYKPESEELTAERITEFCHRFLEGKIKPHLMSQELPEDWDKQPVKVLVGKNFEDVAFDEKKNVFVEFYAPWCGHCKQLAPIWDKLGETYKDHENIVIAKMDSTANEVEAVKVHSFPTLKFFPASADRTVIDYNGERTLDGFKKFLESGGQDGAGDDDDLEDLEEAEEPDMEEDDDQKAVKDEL
iPSC survival up: enhancers of human iPSC single-cell survival | 360,000 tested, 0.044% active | hiPSC single-cell survival, ATPlite luminescence; 100% = ROCK inhibitor wells, 0% = DMSO | survival enhancement, % at 20 µM | AID 602274; in the data active = survival enhancement above about 18%;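 also: cells exposed to compounds for 16 hours before the ATP read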
CaV13 FRET inh: Primary screen for inhibitors of IQ motif and Ca2+-dependent inactivation inhibitor domain binding in CACNA1D, Förster resonance energy transfer in living cells, …; HEK cells, CFP/YFP FRET ICDI-IQ, plate reader, 10 min; percent FRET-ratio fall versus neutral wells; inhibition, % at 12.3 µM; 340,000 tested, 0.098% active;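 active = mean replicate inhibition of at least 30% and at least 1% of replicates passing that level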;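 also: 0% = median of the neutral control wells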
HIF-2a block: blocks HIF-2a reporter activity. inhibition, % at 18.8 µM. 786-0 RCC cells HIF-2a reporter, luciferase luminescence, overnight. 360,000 tested, 0.72% active;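 active = inhibition of the luminescence signal of 40% or more relative to plate controls, in a single-dose primary screen at 18.75 µM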
Peg3 promoter: inhibitors of Peg3 promoter | HeLa PEG-Prom luciferase reporter, luminescence, overnight | inhibition, % at 20 µM | 360,000 tested, 1.7% active;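 active = inhibition of at least 50% at 20 µM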
Exocytosis inh: blocks lytic granule exocytosis; TALL-104 LAMP-1 surface exposure, flow cytometry; cells stimulated with thapsigargin and PMA; inhibition, % at 10 µM; 360,000 tested, 0.66% active;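 active = inhibition above about 55%, limit read from the data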
* hit, by the source's call; . = no result given. The order is random. Share with any hit: about 3.5%.

Every second line gives: Exocytosis inh, Peg3 promoter, PDI inh, NR2E3 ag-2, HIF-2a block, NR2E3 ag-1, MITF TRPM1 inh, CaV13 FRET inh, aDG glyco act, iPSC survival up, Vif inh
- CC(=O)C(Cc1ccccc1)NC(=O)CCl (stereo unspecified)
→ -1, 23, -1, -23, 18, 3, 11, 0, 0.3, -0.5, -2
- O=S(=O)(NCc1ccccc1)c1ccc(NC(=S)NCc2ccco2)cc1
→ 3, 13, 6, 18, 5, -1, 8, -5, 0.0, -0.5, -8
- COc1ccc(C2c3c(oc4ccccc4c3=O)C(=O)N2CC2CCCO2)cc1 (stereo unspecified)
→ -2, 12, -1, -40, 6, 0, 13, -8, 0.0, 1.5, 1
- O=[N+]([O-])c1cc(S(=O)(=O)NCCc2ccccn2)ccc1Cl
→ 1, -5, 0, 4, 15, -3, 8, -2, 0.5, -4.0, -1
- CCCCn1c(N)c(N(CC)C(=O)C2=COCCO2)c(=O)[nH]c1=O
→ 5, -7, 5, -25, 3, 3, -3, -6, -0.3, -0.5, .
- CSc1ncccc1C(=O)OCC(=O)NC1CCC(C)CC1 (stereo unspecified)
→ 3, -14, -7, 4, -4, 5, -15, -2, 0.0, 1.2, 11
- COc1cc(C2Nc3ccc4ncccc4c3C3=C2C(=O)CCC3)cc(OC)c1OC (stereo unspecified)
→ 6, -5, 12, -13, -30, 1, 3, -6, -0.1, -0.2, 0
- CCc1cccc(C)c1NC(=O)C1CCCO1 (stereo unspecified)
→ -4, 0, -6, -5, 13, 1, -11, ., 0.1, 1.2, -5
- O=C(NCc1ccccc1)N[C@@H](Cc1ccccc1)C(=O)O
→ 0, -6, -10, 4, 3, 2, 11, -5, -0.1, -1.1, 6
- CCc1cc(=O)oc2cc(OC(C)C(=O)NCCCn3ccnc3)ccc12 (stereo unspecified)
→ -2, 3, -11, 8, 0, 0, 6, -15, 0.0, 0.2, -4
- COc1ccc([N+](=O)[O-])cc1NC(=O)COC(=O)c1ccc(O)cc1
→ -4, 3, -5, -20, 8, 3, 9, -3, 0.1, -0.3, -7
- S=C(c1ccccc1)N(c1ccccc1)c1ccccc1
→ -1, 16, -14, -5, 9, 0, -1, -5, -0.3, -1.5, 0
- O=C(CCl)NCCNC(=O)c1cc(OCC(F)(F)F)ccc1OCC(F)(F)F
→ -1, 1, 13, 11, 10, -4, 10, -4, 0.2, -0.9, 1
- CCn1cnc2cc(NCc3ccc(Cl)cc3)ccc21
→ 18, -258, -6, -87, -276, -1, -49, -3, 0.3, -0.3, -4
- COc1ccc(N(CC(=O)Nc2cc(C)ccc2C)S(=O)(=O)c2c(C)[nH]c(=O)[nH]c2=O)cc1
→ 15, 1, -7, -13, 20, 2, -8, -2, -0.3, -0.3, 1
- O=C1c2ccccc2C(c2nc3ccccc3[nH]2)N1c1ccccc1 (stereo unspecified)
→ -3, 3, ., -11, 1, ., ., ., 0.0, 0.4, 3
- O=C(N/N=C/c1ccco1)C1CC(=O)N(c2ccccc2)C1 (stereo unspecified)
→ -2, 4, -7, 0, 10, 7, -6, -4, -0.4, -2.2, 12
- COc1ccc(CCNC(=O)COC(=O)c2ncc(Cl)c(Cl)c2Cl)cc1OC
→ 3, -3, 8, -13, 5, ., 2, -5, -0.1, 3.8, 10
- Cc1ccc(S(=O)(=O)CC(=O)NC(C)(C)C)cc1
→ -2, 24, 1, -21, 5, 3, 16, -4, -0.1, 0.1, 7
- OCCN(CCO)CC(O)Cn1c2ccccc2c2ccccc21 (stereo unspecified)
→ 1, 2, -1, -22, 10, -1, 8, -8, -0.1, 0.2, 5
- CCCOc1ccc(C(=O)NNC(=O)c2cccc(S(=O)(=O)N3CCN(C(C)=O)CC3)c2)cc1OC
→ -1, -4, 7, -21, 7, 0, 6, -6, -0.1, -0.4, -1
- CCOCCCn1c(C)nc2c[n+](CC(=O)c3ccc4ccccc4c3)cc(Br)c21
→ -6, 9, -2, -32, 12, 5, ., -5, 0.0, -0.7, 22
- CCOC(=O)C1CCCN(CC(=O)Nc2c(C(=O)OC)[nH]c3ccccc23)C1 (stereo unspecified)
→ -4, 14, -1, -9, 27, 1, 12, -3, -0.1, -2.0, 6
- O=C(NNC(=O)c1ccc2c(=O)n3c(nc2c1)CCC3)c1ccc(Cl)cc1
→ 1, -4, 4, -9, 15, 3, 5, -5, 0.0, 0.0, -10
- O=C(c1ccco1)N1CCN(C(=O)c2ccco2)CC1
→ -9, -7, ., -15, 0, ., ., -10, -0.2, 0.7, 0
- N#Cc1cc2ccccc2nc1SCC(=O)Nc1ccccc1N1CCOCC1
→ -4, 14, 4, -3, -10, 2, -8, -9, 0.3, -0.5, -9
- C=CCn1c(SCC(O)Cn2c3ccccc3c3ccccc32)nnc1-c1ccco1 (stereo unspecified)
→ 10, 11, 15, -17, 21, 4, 15, ., 0.2, 1.2, -1
- CCCCNC(=O)c1nnn(-c2ccccc2)c1N
→ -2, -152, -5, -44, -169, 1, -31, -10, -0.1, 3.0, 0
- Cc1ccc2c(c1)oc(=O)n2CC(=O)c1ccccc1
→ 0, -6, 4, -18, -2, -1, -2, -4, 0.1, 1.4, -7
- COc1ccc(NC(=O)C(C)(C)Oc2ccc(Cl)cc2)cn1
→ -2, -9, -6, 4, 13, -1, 10, -6, 0.2, -0.2, 7
- O=C(Cn1cc(C(F)(F)F)ccc1=O)N/N=C/c1ccc(F)cc1
→ -3, 5, 0, -23, 12, 0, -2, -6, -0.1, -0.5, -5
- Cc1cc(C(=O)N/N=C/c2cccs2)n[nH]1
→ -1, -96, 1, -43, -142, -1, -33, 9, 0.0, -1.0, -4
- CN=Cc1nc(-c2ccccc2)oc1O
→ -1, -153, -3, -66, -174, 3, -61, 0, -0.2, -0.7, 15
- COc1cc(C(=O)NCC(c2cccnc2)N2CCN(C)CC2)cc(OC)c1OC (stereo unspecified)
→ 2, 16, 3, 4, -20, 2, 15, -4, -0.1, 3.6, 1
- CC(=O)NS(=O)(=O)c1ccc(N=c2ssc3c2-c2ccc(C)cc2NC3(C)C)cc1
→ 6, 9, 6, 5, 21, 1, -2, -4, 0.1, -0.9, 0
- O=S1(=O)CC(N2CCOCC2)c2ccccc21 (stereo unspecified)
→ -3, -7, -1, -26, -3, 4, 7, -1, 0.3, 0.8, 4
- O=C1OCC2=C1C(c1ccc(Cl)cc1)c1cc3c(cc1O2)OCO3 (stereo unspecified)
→ 6, 31, -5, -5, 12, ., -4, -6, 0.0, 4.1, -11
- O=[N+]([O-])c1ccc(Cl)c(C2Nc3cccc4cccc(c34)N2)c1
→ 56*, 2, -3, -23, -62, -1, 4, -5, -0.1, -1.6, 1
- CC(=O)Nc1ccc(S(=O)(=O)N(C#N)c2nc(C)cc(C)n2)cc1
→ 2, 5, -1, -5, 17, -1, 7, -20, 0.0, -0.3, 17
- O=C(CCN1C(=O)/C(=C\c2ccccc2Cl)SC1=S)N1CCN(c2ccccc2)CC1
→ 2, 100*, -3, -9, 60*, 4, -2, -3, -0.5, -5.9, 9
- Cc1ccc(S(=O)(=O)N2CCOCC2)cc1C(=O)NCc1ccc2c(c1)OCO2
→ 0, -2, -3, -7, 5, 1, -9, -7, 0.1, 4.3, -2
- COc1ccccc1N(C)S(=O)(=O)c1ccc(C(=O)N(CC(N)=O)C(C)C)cc1
→ -6, 5, 2, -30, 20, 0, 3, -5, -0.1, 0.4, -48
- COc1ccc(S(=O)(=O)Nc2cc([N+](=O)[O-])ccc2OC)cc1
→ 4, 28, 4, -11, 16, -1, 0, -5, 0.1, -2.8, -11
- Cc1cc(C)c(NC(=O)C2CC(=O)N(Cc3ccccc3)C2)c(C)c1 (stereo unspecified)
→ -1, 12, -5, -6, -2, 1, 3, 3, 0.2, 1.4, -1
- O=C(COC(=O)Cn1cnc2ccccc21)Nc1ccc(F)c(F)c1
→ -12, 3, -5, -30, -2, ., 12, -5, -0.1, 1.6, 25
- CCOc1cc(C(=O)NCCN2CCOCC2)cc(OCC)c1OCC
→ -4, 17, 8, 13, 11, -1, -6, ., 0.0, 0.6, 4
- COc1ccc(S(=O)(=O)N2CN(CCc3ccc(OC)c(OC)c3)c3nc4ccccc4nc32)cc1
→ 0, 28, -1, 20, -6, 6, 3, -3, 0.5, 0.7, -2
- Cc1cccc(C2NC(=O)c3ccccc3N2)c1 (stereo unspecified)
→ -15, -164, 5, -125, -232, ., -3, -6, 0.3, -2.3, -5
- NNc1ncnc2c1cnn2-c1ccccc1
→ 0, -22, 3, -27, -35, 4, -7, ., -0.1, -1.5, 1
- CC(=O)c1c(C)n(CCO)c2ccc(O)cc12
→ -8, 11, -3, -18, 6, 4, -13, -6, -0.2, -0.3, .
- CC12CC3CC(C1)CC(C(=O)NNC(=O)c1ccncc1)(C3)C2
→ -4, 2, -2, -14, 9, ., 7, -7, 0.0, 1.7, -9
- C/C(=N/NC(=O)CSc1ccccn1)c1ccc([N+](=O)[O-])cc1
→ 2, -4, 9, -9, 23, 4, -4, -5, 0.0, -0.6, -1
- CCOc1ccc(NC(=O)CSc2nncc(=O)n2N)cc1
→ -5, 18, -4, 13, -17, -1, -5, -3, 0.5, 1.0, 12
- O=C(NCCCN1CCOCC1)c1cc2ccccc2cc1O
→ -4, -4, -1, -42, -17, 5, 0, -6, -0.3, 0.0, .

Some entries already given, reduced to NR2E3 ag-2 and Vif inh.
Structure | NR2E3 ag-2 | Vif inh
CC(=O)c1c(C)n(CCO)c2ccc(O)cc12 | -18 | .
CCOc1cc(C(=O)NCCN2CCOCC2)cc(OCC)c1OCC | 13 | 4
Cc1cccc(C2NC(=O)c3ccccc3N2)c1 (stereo unspecified) | -125 | -5
